From PubChem
PI5P4K alpha inh: blocks human PI5P4K alpha kinase activity; max response, %; 330,000 tested, 1.2% active; P48426; PI5P4Kalpha enzyme, ADP-Glo luminescence, 60 min; stronger effect = lower value; active means max response of -50% or lower; inconclusive means between -30% and -50%; inactive means -30% or higher; further: value at the top dose of about 77 µM; on the % scale 0 is the no-effect control and ±100 the full control effect
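Enzyme plus substrate dispensed, test compounds pinned in, then ATP (5 microM final) added. After 60 min at RT, ADP-Glo reagent 1 for 45 min and reagent 2 for 30 min preceded luminescence imaging.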
CCT chaperon mod: changes cytosolic chaperonin activity | AID 651819 | activity change, % (no concentration beside the values), hits read low | purified chaperonin ATPase assay, HTRF ADP detection, 30 min | 360,000 tested, 0.3% active; in the data active means activity change below about -30%; further: on the % scale 0 is the no-effect control and ±100 the full control effect
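Nucleotide hydrolysis assay: TRiC at 20–40 nM final (set by batch activity) with 10 uM ATP, 30 min at 37 °C, in presence of 76 uM compound. Detection by competitive ADP HTRF, 30 min ambient.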
IL2 activator: activators of IL-2; IL-2 activation reporter assay, cell-based qHTS; stimulated with anti-CD3/CD4/CD28 beads; in transgenic mouse T cells; activation, % (series mostly up to about 46 µM); 360,000 tested, 0.065% active; AID 652025; in the data active means activation above about 50%; inconclusive means mostly about 30% to 49%; further: 0% is about no effect
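Readout: EGFP and DsRed signals by fluorescent plate cytometry. Unstimulated transgenic mouse T cells received compound 60 min before antibody-bead stimulation, then incubated 18 h at 37 degrees C.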
PLK1 PBD block: blocks phosphopeptide binding to human PLK1 polo-box domain; Plk1 PBD binding of FITC phosphopeptide, fluorescence polarization; Potency, µM, for inactives: max response, negative = inhibition, usual class: inhibitors; AID 720504; P53350; 360,000 tested, 2.8% active; further: potency means the concentration at half of the fitted maximal effect; series mostly up to about 57 µM; on the % scale 0 is the no-effect control and ±100 the full control effect; nearly all actives have a fitted effect of over 65% in size
WRN inhibitor: blocks human WRN helicase; Q14191; WRN helicase unwinding, fluorescent forked duplex, kinetic; Potency, µM (top dose mostly 114 µM), inactives show at the highest dose activity change, negative = inhibition, hits mostly inhibitors; 360,000 tested, 0.46% active; AID 651768; further: potency means the concentration at half of the fitted maximal effect; on the % scale 0 is the no-effect control and ±100 the full control effect; nearly all actives have a fitted effect of over 55% in size
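Primary qHTS, 1536-well format. 20 nM WRN + compound, 15 min RT; start with 100 nM forked fluorophore/quencher duplex, 2 mM ATP (final); kinetic read ex 525/em 598 nm.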
EPAC1 antag: EPAC1 (human) antagonism | O95398 | EPAC1 GEF assay, Rap1b-BODIPY-GDP exchange fluorescence | Potency, µM (titrated, usually from 115 µM), inactives show at the highest dose activity change, negative = inhibition, hits mostly inhibitors | 360,000 tested, 0.14% active;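 further: potency means the concentration at half of the fitted maximal effect; plate controls were vehicle for no effect and positive control for full effect; nearly all actives have a fitted effect of over 50% in size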
EPAC1 agonist: agonists of human EPAC1; EPAC1 agonist qHTS, biochemical assay; response scale: 100% = response to 6.5 mM cAMP; Potency, µM (titrated, usually from 154 µM), for inactives: top-dose activation, hits mostly activators; 360,000 tested, 0.073% active; further: potency means the concentration at half of the fitted maximal effect; nearly all actives have a fitted effect of over 60% in size
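Compounds were pinned as a concentration titration into mixtures of EPAC1 (100 nM), BODIPY-GDP-loaded Rap1B (250 nM) and GDP (50 uM). After 5 min at room temperature, fluorescence was followed for 30 min; activity was scaled to 6.5 mM cAMP.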
EPAC2 ag: agonists of human EPAC2 (RAPGEF4); 360,000 tested, 0.079% active; EPAC2 activation, biochemical qHTS; response scale: 100% = 6.5 mM cAMP response; Potency, µM (series often up to 154 µM), without a hit: at the highest dose activation, most hits filed as activators; further: potency means the concentration at half of the fitted maximal effect; nearly all actives have a fitted effect of over 50% in size
Target sequence (Q8WZA2 whole entry, looked up): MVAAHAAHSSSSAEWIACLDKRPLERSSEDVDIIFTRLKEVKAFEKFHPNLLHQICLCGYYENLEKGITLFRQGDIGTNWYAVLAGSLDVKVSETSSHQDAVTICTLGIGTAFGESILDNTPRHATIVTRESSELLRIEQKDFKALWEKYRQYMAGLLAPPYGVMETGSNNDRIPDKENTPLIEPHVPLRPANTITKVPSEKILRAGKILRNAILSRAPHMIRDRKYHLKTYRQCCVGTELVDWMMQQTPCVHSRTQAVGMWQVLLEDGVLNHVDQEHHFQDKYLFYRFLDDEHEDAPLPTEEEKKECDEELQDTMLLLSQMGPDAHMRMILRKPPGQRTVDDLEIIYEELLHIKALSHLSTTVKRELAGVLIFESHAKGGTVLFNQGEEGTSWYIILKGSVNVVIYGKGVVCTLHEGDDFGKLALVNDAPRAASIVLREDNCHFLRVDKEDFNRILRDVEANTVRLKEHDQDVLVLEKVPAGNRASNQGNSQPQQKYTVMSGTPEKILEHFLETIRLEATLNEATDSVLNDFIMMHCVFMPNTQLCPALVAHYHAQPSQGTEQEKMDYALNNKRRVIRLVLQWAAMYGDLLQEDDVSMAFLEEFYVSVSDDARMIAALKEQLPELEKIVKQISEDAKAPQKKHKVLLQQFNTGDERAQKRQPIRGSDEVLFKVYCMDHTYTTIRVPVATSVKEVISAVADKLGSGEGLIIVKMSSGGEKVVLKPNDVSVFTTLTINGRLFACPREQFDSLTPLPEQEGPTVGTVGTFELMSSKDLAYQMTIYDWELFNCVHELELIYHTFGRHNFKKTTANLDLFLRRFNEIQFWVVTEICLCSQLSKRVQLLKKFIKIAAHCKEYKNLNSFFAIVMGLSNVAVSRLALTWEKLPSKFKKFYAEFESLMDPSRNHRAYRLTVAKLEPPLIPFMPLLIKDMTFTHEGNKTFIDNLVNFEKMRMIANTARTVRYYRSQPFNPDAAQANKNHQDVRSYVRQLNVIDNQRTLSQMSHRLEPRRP
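Compounds were added across a concentration range to EPAC2 (100 nM), RAP1B-BODIPY-GDP (250 nM) and GDP (50 uM). After 5 min at room temperature, fluorescence was recorded at 5-min intervals for 30 min.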
* marks the source's active call; other numbers are inactive results. Unless noted, the call rests on the fitted dose curve; in most records, active means well fitted curve in the direction sought with a large enough effect; inconclusive means small, poorly fitted or top-dose-only effect, or another doubt; inactive means no such curve, though single readings can be large; an effect the other way counts as inactive or inconclusive. This is a subset. The share of hits here may be higher or lower than overall.

Screening CC(C)OC(=O)CSc1nnc2c(n1)[nH]c1ccc(F)cc12 returned PI5P4K alpha inh -8.8, CCT chaperon mod 0.5, IL2 activator -1.4, PLK1 PBD block inconclusive, WRN inhibitor 0.3%, EPAC1 antag -6.0%, EPAC1 agonist -1.1% and EPAC2 ag 4.8%.
`CCCCn1c(N)c(N(CCOC)C(=O)C2CCN(c3ncnc4sc(C)c(C)c34)CC2)c(=O)[nH]c1=O` gave PI5P4K alpha inh 2.4, CCT chaperon mod 0.1, IL2 activator -0.1, PLK1 PBD block 3.3%, WRN inhibitor -0.9%, EPAC1 antag -9.6%, EPAC1 agonist 5.2% and EPAC2 ag 6.5%.
CCOP(=O)(OCC)C(NC(=O)/C=C/c1ccc(OC)cc1)c1ccccc1 (configuration not stated) was read as PI5P4K alpha inh 2.2, CCT chaperon mod -0.4, IL2 activator 1.0, PLK1 PBD block -2.1%, WRN inhibitor -10.3%, EPAC1 antag -17.4%, EPAC1 agonist 11.7% and EPAC2 ag 5.1%.
Screening COc1ccc(CN2CN=C(Nc3nc4ccccc4s3)NC2)cc1 returned CCT chaperon mod 2.9, IL2 activator 9.3, PLK1 PBD block -3.9%, WRN inhibitor 1.8%, EPAC1 antag 5.3%, EPAC1 agonist 2.7% and EPAC2 ag 0.3%.
COC(=O)COc1ccc2c(=O)c(-c3ccccc3)coc2c1 was read as PI5P4K alpha inh 1.8, CCT chaperon mod -0.5, IL2 activator -0.2, PLK1 PBD block 7.7%, WRN inhibitor -0.1%, EPAC1 antag -1.5%, EPAC1 agonist 1.2% and EPAC2 ag -2.1%.
CC1(C)Cc2c(sc(NC(=O)c3ccc(S(=O)(=O)N4CCCC4)cc3)c2C#N)C(C)(C)N1 was read as PI5P4K alpha inh -4.4, CCT chaperon mod -0.1, IL2 activator -1.2, PLK1 PBD block -9.4%, WRN inhibitor -14.5%, EPAC1 antag -4.6%, EPAC1 agonist -13.2% and EPAC2 ag -10.0%.
O=C(c1ccc(C#Cc2ccccc2)o1)N1CCN(c2ccccn2)CC1 was read as CCT chaperon mod -1.2, IL2 activator -1.3, PLK1 PBD block -8.5%, WRN inhibitor -22.2%, EPAC1 antag -1.7%, EPAC1 agonist inconclusive and EPAC2 ag inconclusive.
Screening COc1ccc(CCNC(=O)C(C(=O)c2ccc(F)cc2)n2ccccc2=O)cc1OC (configuration not stated) returned PI5P4K alpha inh -7.9, CCT chaperon mod -3.5, IL2 activator 0.5, PLK1 PBD block -7.1%, WRN inhibitor 7.4%, EPAC1 antag 9.0%, EPAC1 agonist -6.1% and EPAC2 ag 2.8%.
`CC(=O)Nc1ccc(NS(=O)(=O)c2ccc3ccccc3c2)cc1` gave PI5P4K alpha inh inconclusive, CCT chaperon mod 1.2, IL2 activator -1.0, PLK1 PBD block 7.52µM*, WRN inhibitor -8.0%, EPAC1 antag -3.4%, EPAC1 agonist 13.2% and EPAC2 ag 12.4%.
CCn1cc([N+](=O)[O-])c(C(=O)N2N=C(c3cccc4ccccc34)CC2c2ccccc2O)n1 (configuration not stated) was read as PI5P4K alpha inh -11.3, CCT chaperon mod -3.4, IL2 activator -3.2, PLK1 PBD block 2.2%, WRN inhibitor -5.6%, EPAC1 antag -9.2%, EPAC1 agonist 14.9% and EPAC2 ag 9.2%.
For O=C(Cc1ccccc1)Nc1ccc(C(=O)NCC2COc3ccccc3O2)cc1 (configuration not stated) the results were PI5P4K alpha inh -16.5, CCT chaperon mod -0.1, IL2 activator -5.1, PLK1 PBD block -15.8%, WRN inhibitor -11.3%, EPAC1 antag -19.4%, EPAC1 agonist -4.4% and EPAC2 ag 3.9%.
`COc1ccc([N+](=O)[O-])cc1NC(=O)C(C)N1CCCC1` (configuration not stated) gave PI5P4K alpha inh -2.5, CCT chaperon mod -3.9, IL2 activator -3.6, PLK1 PBD block -8.9%, WRN inhibitor inconclusive, EPAC1 antag -10.8%, EPAC1 agonist 4.7% and EPAC2 ag 10.1%.
Screening O=C1CC(Sc2nnc(-c3ccccc3O)o2)C(=O)N1c1ccccc1 (configuration not stated) returned CCT chaperon mod 0.9, IL2 activator -2.3, PLK1 PBD block inconclusive, WRN inhibitor -10.6%, EPAC1 antag -0.7%, EPAC1 agonist 11.8% and EPAC2 ag 6.9%.
Fc1cccc(CSc2nnc3ccc(-c4ccncc4)nn23)c1 was read as PI5P4K alpha inh -1.8, CCT chaperon mod -0.1, IL2 activator -2.0, PLK1 PBD block -8.3%, WRN inhibitor 9.2%, EPAC1 antag 4.7%, EPAC1 agonist -5.9% and EPAC2 ag -4.7%.
CCc1sc(NC(=O)COC)nc1-c1ccccc1 was read as PI5P4K alpha inh -2.7, CCT chaperon mod -0.7, IL2 activator -1.9, PLK1 PBD block 17.8µM*, WRN inhibitor -3.7%, EPAC1 antag -1.1%, EPAC1 agonist 1.3% and EPAC2 ag 3.1%.
COc1ccc(CCN2CC(C(=O)OCc3ccccc3Cl)CC2=O)cc1OC (configuration not stated) was read as PI5P4K alpha inh -0.3, CCT chaperon mod 0.6, IL2 activator -6.3, PLK1 PBD block -2.0%, WRN inhibitor 6.5%, EPAC1 antag 4.0%, EPAC1 agonist 10.0% and EPAC2 ag 7.1%.
Screening N=C1C(c2nc(-c3ccc(F)cc3)cs2)=C(O)CN1Cc1ccc(Cl)cc1 returned CCT chaperon mod -0.3, IL2 activator -1.5, PLK1 PBD block -3.4%, WRN inhibitor -2.1%, EPAC1 antag 13.4%, EPAC1 agonist 0.7% and EPAC2 ag -4.6%.
`CCC(C(=O)NC1CCCCC1)N(C(=O)c1snc(C(N)=O)c1N)c1ccc(OC)cc1OC` (configuration not stated) gave PI5P4K alpha inh 2.4, CCT chaperon mod -4.2, IL2 activator -0.4, PLK1 PBD block -11.1%, WRN inhibitor -5.9%, EPAC1 antag -2.3%, EPAC1 agonist 11.5% and EPAC2 ag 17.1%.
`Cc1ccc(-c2nnc(SCC(=O)Nc3ccc4c(c3)oc3ccccc34)n2C)c(Cl)c1` gave CCT chaperon mod -4.1, IL2 activator 0.7, PLK1 PBD block -6.8%, WRN inhibitor 5.5%, EPAC1 antag 6.4%, EPAC1 agonist -5.2% and EPAC2 ag -0.2%.
`Cc1cccc(C(=O)N[C@H](C(=O)Nc2nccs2)C(C)C)c1` gave PI5P4K alpha inh -3.3, CCT chaperon mod 0.3, IL2 activator -0.7, PLK1 PBD block 0.5%, WRN inhibitor 5.6%, EPAC1 antag 3.5%, EPAC1 agonist -2.6% and EPAC2 ag 4.0%.
`CCOC(=O)C1C(=O)Nc2nc3ccccc3n2C1C(C)C` (configuration not stated) gave CCT chaperon mod -1.0, IL2 activator -2.4, PLK1 PBD block -0.5%, WRN inhibitor 9.2%, EPAC1 antag 1.8%, EPAC1 agonist 2.6% and EPAC2 ag -2.4%.
`COc1ccc(NC(=O)C(c2ccc(C(F)(F)F)cc2)n2c(=O)c(-c3cc4ccccc4[nH]3)nc3ccccc32)cc1` (configuration not stated) gave PI5P4K alpha inh 3.1, IL2 activator -0.2, PLK1 PBD block -3.3%, WRN inhibitor -4.6%, EPAC1 antag -7.8%, EPAC1 agonist -13.4% and EPAC2 ag 3.0%.
C#CCOc1ccc2c3c(c(=O)oc2c1)CCCC3 was read as PI5P4K alpha inh -4.4, CCT chaperon mod -1.9, IL2 activator -2.4, PLK1 PBD block -8.9%, WRN inhibitor 2.5%, EPAC1 antag -0.7%, EPAC1 agonist 7.8% and EPAC2 ag 17.8%.
`CSC(=O)CC(=O)NC(=O)c1ccccc1` gave PI5P4K alpha inh 0.2, CCT chaperon mod -0.1, IL2 activator -0.8, PLK1 PBD block -4.1%, WRN inhibitor 0.5%, EPAC1 antag 2.7%, EPAC1 agonist -10.7% and EPAC2 ag 2.4%.
Screening CC(=O)N1CCc2c(sc(NC(=O)CCS(=O)(=O)c3ccc(C)cc3)c2C#N)C1 returned PI5P4K alpha inh 6.1, CCT chaperon mod 4.8, IL2 activator -0.1, PLK1 PBD block -9.0%, WRN inhibitor -15.9%, EPAC1 antag 6.2%, EPAC1 agonist -5.5% and EPAC2 ag 1.2%.
`NC(=S)N/N=C\c1c2ccccc2cc2ccccc12` gave PI5P4K alpha inh -5.7, CCT chaperon mod -1.8, IL2 activator -0.2, PLK1 PBD block inconclusive, WRN inhibitor 6.6%, EPAC1 antag 1.9%, EPAC1 agonist 20.4% and EPAC2 ag 16.1%.
Screening COc1cccc(CNc2ccc3c(c2)ncn3C(C)C)c1OC returned PI5P4K alpha inh -4.2, CCT chaperon mod -1.1, IL2 activator 1.2, PLK1 PBD block -1.5%, WRN inhibitor -0.2%, EPAC1 antag 2.3%, EPAC1 agonist 4.0% and EPAC2 ag 8.2%.
`COC(=O)c1ccccc1NC(=O)CSc1nc2cccnc2n1C` gave PI5P4K alpha inh -1.2, CCT chaperon mod 0.4, IL2 activator -1.7, PLK1 PBD block -14.5%, WRN inhibitor -7.5%, EPAC1 antag -5.6%, EPAC1 agonist -0.6% and EPAC2 ag 8.2%.
For Cc1cnc(C(=O)OC(C)C(=O)NC2CCCc3ccccc32)cn1 (configuration not stated) the results were PI5P4K alpha inh -2.9, CCT chaperon mod -0.7, IL2 activator -0.2, PLK1 PBD block -4.1%, WRN inhibitor -1.2%, EPAC1 antag -6.6%, EPAC1 agonist 1.6% and EPAC2 ag 8.0%.
Screening Cc1c(Cl)cccc1Nc1n[nH]c(=S)s1 returned PI5P4K alpha inh -88.0*, CCT chaperon mod 0.5, IL2 activator -4.1, PLK1 PBD block inconclusive, WRN inhibitor -12.0%, EPAC1 antag -10.8%, EPAC1 agonist -7.9% and EPAC2 ag 1.4%.
`Cn1c(=O)c(=O)n(C)c2cc([N+](=O)[O-])c(N3CCOCC3)cc21` gave PI5P4K alpha inh 0.7, CCT chaperon mod 0.8, IL2 activator -0.3, PLK1 PBD block -1.2%, WRN inhibitor 0.4%, EPAC1 antag -14.7%, EPAC1 agonist -5.4% and EPAC2 ag 0.7%.
For Cc1ccc(O)c(-c2cc(C(=O)NCc3ccncc3)[nH]n2)c1 the results were PI5P4K alpha inh 7.6, CCT chaperon mod 0.5, IL2 activator 0.5, PLK1 PBD block -3.0%, WRN inhibitor -22.2%, EPAC1 antag -0.6%, EPAC1 agonist 3.5% and EPAC2 ag 7.3%.
